Akt phos inh: inhibitors of Akt phosphorylation | Neuro2A IGF-stimulated pAkt S473 HTRF, 20 min; active compounds read low | activity change, % for hits at 50 µM | 360,000 compounds, 0.32% hits; in the data active means activity change below about -80%; inconclusive means mostly about -51% to -80%; further: on the % scale 0 is the no-effect control and ±100 the full control effect
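Neuro2A cells in DMEM with 0.5% FBS, overnight at 37 deg C, given compound at single 50 µM final, then IGF (6 nM final) for 20 min at 37 deg C. Lysed; phospho-Akt Ser473 by HTRF after 24 h, 665/615 ratio.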
PTHR1 agonist: activates the human parathyroid hormone receptor PTHR1. Potency, µM (titrated, usually from 115 µM), for the others: at the top dose activation, actives largely listed as activators. 410,000 compounds, 0.075% hits. Q03431. HEK293 GP2 PTHR1 cells, GloSensor cAMP luminescence, 1 h; further: potency means the concentration at half of the fitted maximal effect; nearly all actives have a fitted effect of over 55% in size; some results filed as inactive show a strong effect at the top dose; inactives centre near -15; many of its hits are not listed in these tables
Target sequence (Q03431 whole entry, looked up): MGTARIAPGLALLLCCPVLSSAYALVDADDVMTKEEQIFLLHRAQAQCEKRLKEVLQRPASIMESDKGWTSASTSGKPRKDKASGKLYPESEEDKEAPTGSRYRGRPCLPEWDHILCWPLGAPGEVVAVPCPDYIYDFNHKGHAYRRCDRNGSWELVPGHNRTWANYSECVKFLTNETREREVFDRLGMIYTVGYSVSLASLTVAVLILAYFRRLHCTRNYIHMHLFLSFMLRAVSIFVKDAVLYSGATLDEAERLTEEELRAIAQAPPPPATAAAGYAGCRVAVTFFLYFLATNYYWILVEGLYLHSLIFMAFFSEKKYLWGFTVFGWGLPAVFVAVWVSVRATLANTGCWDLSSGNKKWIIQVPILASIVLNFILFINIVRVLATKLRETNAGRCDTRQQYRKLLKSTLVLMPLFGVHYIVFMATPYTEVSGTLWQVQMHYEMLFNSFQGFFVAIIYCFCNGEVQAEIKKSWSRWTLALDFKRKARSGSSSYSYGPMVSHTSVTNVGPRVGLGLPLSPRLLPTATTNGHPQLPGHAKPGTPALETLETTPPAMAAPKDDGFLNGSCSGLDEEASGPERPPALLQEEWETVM
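HEK-293-derived GP2 cells expressing PTHR1 and a GloSensor cAMP reporter, 3,000/well, plated overnight, given luciferin plus IBMX (each 0.5 mM as added) for 1 h at 37 °C, then compound for 1 h at 37 °C. Luminescence was read after 15 min at room temperature.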
GLP1R inv ag: inverse agonists of human GLP-1 receptor; HEK293 GLP-1R CRE-luciferase, luminescence, 24 h; GLP-1R form is constitutively active; Potency, µM (titrated, usually from 38.3 µM), inactives show at the top dose activity change, negative = inhibition, actives largely listed as inhibitors; P43220; 410,000 compounds, 1.6% hits; further: potency means the concentration at half of the fitted maximal effect; on the % scale 0 is the no-effect control and ±100 the full control effect; nearly all actives have a fitted effect of over 55% in size
Target sequence (P43220 whole entry, looked up): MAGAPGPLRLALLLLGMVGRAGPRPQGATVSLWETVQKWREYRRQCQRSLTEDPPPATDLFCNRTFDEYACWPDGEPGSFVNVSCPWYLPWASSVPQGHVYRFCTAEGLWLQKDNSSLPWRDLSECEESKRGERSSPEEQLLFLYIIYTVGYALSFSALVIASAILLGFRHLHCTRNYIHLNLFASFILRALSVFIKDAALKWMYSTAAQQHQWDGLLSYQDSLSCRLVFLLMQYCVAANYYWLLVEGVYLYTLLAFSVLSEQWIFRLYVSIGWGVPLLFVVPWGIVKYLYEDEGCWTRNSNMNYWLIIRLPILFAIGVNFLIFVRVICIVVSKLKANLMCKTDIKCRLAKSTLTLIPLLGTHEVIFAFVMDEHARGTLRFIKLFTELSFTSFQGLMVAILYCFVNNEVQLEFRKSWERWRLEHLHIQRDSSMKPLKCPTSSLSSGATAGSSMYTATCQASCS
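GLP-1R inverse agonism mode: basal reporter luminescence in engineered HEK293 cells measured after one day of compound exposure at 37 deg C, with a 12 min room-temperature detection step.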
TDP-43 yeast inh: rescues yeast growth from TDP-43 toxicity; TDP-43 expressing yeast growth rescue, BacTiter-Glo, 24 h; 410,000 compounds, 1.8% hits; Potency, µM (titrated, usually from 46.1 µM), without a hit: top-dose growth rescue (activation), most hits filed as activators; further: potency means the concentration at half of the fitted maximal effect; % of control where 0% means no effect; nearly all actives have a fitted effect of over 50% in size
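Luminescence from BacTiter-Glo reports growth of TDP-43-expressing yeast after 24 hr at 30 deg C with compound. Cells were raffinose-pregrown to mid-log, then seeded in galactose medium at OD600=0.02.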
GLP1R ag: agonists of human GLP-1 receptor; HEK293 GLP-1R CRE-luciferase, luminescence, 4-6 h; cells express a hypersensitive GLP-1R form; Potency, µM (highest dose often 45.6 µM), inactives show at the top dose activation, hits mostly activators; 380,000 compounds, 0.007% hits; AID 624172; further: potency means the concentration at half of the fitted maximal effect; % of control where 0% means no effect
DRD3 antagonist: antagonists of human D3 dopamine receptor. P35462. D3R cells, DiscoveRx beta-arrestin luminescence, antagonist mode; active compounds read low. max response, negative = inhibition, %. 360,000 compounds, 2.5% hits. AID 652054; in the data active means max response below about -50%; inconclusive means no clear call, values can overlap the other calls; further: on the % scale 0 is the no-effect control and ±100 the full control effect; mostly tested at two doses, the higher about 12 µM
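Cells expressing the human receptor were seeded at 1500 cells/well, incubated overnight at 37 degrees C in 5% CO2, then exposed to library compounds with dopamine controls for 90 minutes at 37 degrees C before luminescent detection.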
Abeta yeast res: A-beta toxicity reversal in yeast; yeast expressing A-beta42, growth rescue, OD600, 48 h; response scale: 0% DMSO, 100% iron-clioquinol control; 410,000 compounds, 0.063% hits; Potency, µM (doses to about 46.1 µM), without a hit: at the highest dose growth rescue, most hits filed as activators; further: potency means the concentration at half of the fitted maximal effect; nearly all actives have a fitted effect of over 55% in size
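Growth rescue measured by 600 nm absorbance after 48 h yeast culture at 30 C with compound. Values normalized between DMSO and an equimolar ferric chloride plus clioquinol control.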
FUS yeast rescue: rescues growth of FUS-expressing yeast | AID 1347120 | S. cerevisiae FUS-expressing, growth rescue, OD600, 24 h | Potency, µM (series often up to 76.6 µM), for inactives: at the top dose growth rescue (activation), actives largely listed as activators | 390,000 compounds, 0.24% hits;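 further: potency means the concentration at half of the fitted maximal effect; plate controls were DMSO vehicle for no effect and reference control for full effect; nearly all actives have a fitted effect of over 55% in size; some results filed as inactive show a strong effect at the top dose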
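Restored growth of FUS-toxic S. cerevisiae, read as 600 nm absorbance after 24 h at 30C in galactose medium (starting OD 0.005). Controls CP55940 and DMSO.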
aSyn yeast inh: inhibitors of alpha-synuclein toxicity in yeast; 370,000 compounds, 0.14% hits; Yeast expressing alpha-synuclein, growth rescue, BacTiter-Glo, 24 h; Potency, µM (titrated, usually from 46.1 µM), inactives show top-dose growth rescue (activation), usual class: activators; further: potency means the concentration at half of the fitted maximal effect; % of control where 0% means no effect; nearly all actives have a fitted effect of over 65% in size
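Galactose-induced alpha-syn yeast (OD600=0.02, raffinose-pregrown) + pinned cpd, 24 hr, 30 deg C; growth by BacTiter-Glo luminescence. Growth restoration scores as activation.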
Starred values were filed as active, the others as inactive; i = inactive; ? = inconclusive; · = no result given; & = joins results of further samples; [ ] = remark or other dose. Unless noted, the call rests on the fitted dose curve; in most records, active means well fitted curve in the direction sought with a large enough effect; inconclusive means small, poorly fitted or top-dose-only effect, or another doubt; inactive means no such curve, though single readings can be large; an effect the other way counts as inactive or inconclusive.

SMILES	Akt phos inh	PTHR1 agonist	GLP1R inv ag	TDP-43 yeast inh	GLP1R ag	DRD3 antagonist	Abeta yeast res	FUS yeast rescue	aSyn yeast inh
CC1CCCC(C)N1CCCNC(=O)Cn1c(=O)c2cccn2c2cccnc21 (stereo unspecified)	i	-4.5%	1.5%	4.3%	-0.6%	18.9	-6.1%	4.8%	6.6%
Cc1cc(C)cc(C(=O)NCC(=O)NCc2ccc(S(N)(=O)=O)cc2)c1	i	-18.7%	2.8%	-0.4%	-3.5%	7.0	5.1%	-8.0%	2.8%
CC(=O)N(CCC(Cc1ccccc1)c1ccc2c(c1)OCO2)Cc1ccc(Cl)cc1 (stereo unspecified)	i	-22.5%[57.5 µM]	11.2µM*	10.0%	-2.5%	?	-2.5%	32.9%	15.2%
O=C(NCc1ccco1)c1ccc(-c2ccccc2Cl)o1	i	-18.9%	?	?	19.1%	-22.4	-24.5%	6.7%	-3.8%
COc1ccc(C)cc1NS(=O)(=O)c1ccc2c(c1)[C@H]1C=CC[C@H]1[C@@H](c1cccc(Cl)c1)N2	·	-9.5%	?	3.1%	·	·	-31.6%	?	·
NC(COCc1ccccc1)c1csc(Nc2cc(Oc3ccccc3)ncn2)n1 (stereo unspecified)	i	-19.4%	?	-4.0%	0.3%	0.7	-14.7%	10.7%	-14.7%
c1ccc2c(N3CCOCC3)c3c(nc2c1)CCC3	i	-1.6%	5.8%	1.1%	2.8%	6.5	-5.3%	8.9%	-5.7%
O=C1c2ccccc2-c2c1cccc2C(=O)N1CCN(C(=O)c2ccco2)CC1	i	i	0.0%	15.1%	-0.3%	30.9	15.2%	9.9%	2.6%
CC(=O)Nc1cc(-n2cnnn2)ccc1C	i	-0.1%	10.0%	-18.5%	-5.9%	2.2	20.7%	22.2%	-0.4%
Cc1ccc(C)c(C(=O)COC(=O)CCCC(=O)Nc2cc(C(F)(F)F)ccc2Cl)c1	i	-8.3%&-30.1%	-6.0%&-18.7%	?	0.5%	14.6	12.2%&-5.6%	25.3%	-0.5%
CC(=O)Nc1cc(C(=O)N2CCCC2)ccc1S(=O)(=O)c1ccc(C)cc1	i	-24.3%[57.5 µM]	7.9%	-3.2%	-2.5%	0.0	-16.4%	-8.5%	0.3%
O=c1c(F)cn(C2CCCO2)c(=O)n1Cc1c(Cl)cccc1Cl (stereo unspecified)	i	-4.9%	5.3%	-17.7%	-3.3%	-7.1	2.4%	23.9%	-8.4%
Cc1ccc(C(CNC(=O)Nc2cccc(C)c2)N2CCN(C)CC2)cc1 (stereo unspecified)	i	-10.5%	?	-13.7%	-1.7%	-25.4	-13.1%	18.8%	-4.7%
CCc1nn(CC(=O)Nc2ccc(N(CC)CC)cc2C)c(=O)c2cc3sccc3n12	·	-8.5%	7.2%	8.4%	·	·	-13.8%	-10.5%	·
COCCNc1oc(-c2ccco2)nc1S(=O)(=O)c1ccccc1	i	-23.6%	41.8%[activator]	5.1%	10.0%	-12.6	12.5%	3.7%	1.0%
CCN=C1SC(CC(=O)NC(N)=O)C(=O)N1CC (stereo unspecified)	-105.6%*	i	0.0%	24.2%	-2.3%	-5.2	6.6%	10.9%	-2.9%
CNC(=O)COc1ccc(S(=O)(=O)Nc2ccc(OC)cc2)cc1	i	-13.0%	12.3%	-1.1%	4.1%	-10.8	-4.8%	21.9%	-4.8%
O=C(c1ccc(Sc2ccccc2)c([N+](=O)[O-])c1)N1CCOCC1	i	-31.3%[inhibitor]	-8.3%	28.2%	6.6%	-25.4	-1.5%	-7.2%	-5.9%
COc1cc(-c2cc(NC(C)=O)c3ncc(-c4ccccc4)n3c2)cc(OC)c1OC	i	-5.3%	12.1%	23.0%	-3.6%	53.8	-8.0%	17.2%	-5.9%
CN(C(=O)c1ccccc1C(=O)OCC(=O)Nc1cccc(Br)c1)c1ccccc1	i	-42.6%[inhibitor]	?	?	7.5%	-0.7	0.2%	32.6%	0.8%
CCS(=O)(=O)c1nc(S(=O)(=O)c2ccc(C)cc2)c(NC)s1	·	i	1.2%	9.1%	·	·	0.1%	-8.8%	·
O=C(O)CC/C(=C\c1cc([N+](=O)[O-])ccc1Cl)c1nc2ccccc2s1	i	-10.9%	-17.7%	9.9%	0.3%	1.2	0.0%	·	13.1%
O=C(c1cc(F)ccc1F)C1CCCN(C(=O)c2cccs2)C1 (stereo unspecified)	i	i	?	11.2%	14.3%	-10.7	-7.7%	4.4%	0.7%
O=C(CSc1cn(CCNC(=O)c2ccccc2F)c2ccccc12)Nc1ccc(F)cc1	·	-4.0%	?	6.8%	-0.8%	·	-8.8%	18.2%	·
CCOc1ccc(S(=O)(=O)N(CC)CC(=O)NC2CC2)cc1	i	0.5%	9.6%	1.3%	2.1%	-1.2	13.7%	-1.1%	0.8%
CC1=CC(C)C(/C=N/n2cnnc2)C(C)C1 (stereo unspecified)	i	-5.6%[57.5 µM]	15.5%	-8.8%	1.5%	6.9	-7.3%	10.1%	-8.2%
COc1cc(OC)c(C(=O)NNC(=S)NC2CCCCC2)cc1OC	i	-16.5%	26.5%	18.5%	-0.9%	?	2.1%	14.7%	-0.2%
Cc1ccc(C(=O)NNC2=Nc3cc([N+](=O)[O-])ccc3OC2)cc1	i	-17.7%	0.8%	-4.7%	4.4%	9.3	4.4%	6.9%	-1.5%
COc1ccc(C2C(C(N)=O)=C(C)Nc3nc(CCCO)nn32)cc1 (stereo unspecified)	i	-2.1%	15.7%&5.9%	4.1%	1.7%	0.3	-10.2%&-19.6%	19.4%&-19.6%	-5.6%
COc1cccc(NC(=O)Cn2c(-c3cncs3)nc3ccccc32)c1	i	-14.2%	-0.3%	?	3.3%	-0.5	-6.6%	19.4%	1.1%
COc1ccc(CC(=O)Nc2sc3c(c2C(=O)Nc2ccccc2)CCCCC3)cc1	·	i	3.2%	21.4%	·	·	-16.1%	0.7%	·
O=C(Nc1nnc(-c2ccccc2F)s1)Nc1ccccc1F	i	18.2%	32.4%	-22.4%[0.397 µM]	9.6%	0.5	1.6%	-8.6%	-4.1%
CN(C(=O)CCN1C(=O)/C(=C/c2ccccc2)SC1=S)C1CCS(=O)(=O)C1 (stereo unspecified)	i	-17.4%	3.4%	0.7%	-3.5%	-0.3	2.7%	-9.9%	0.6%
COc1cccc(N2CCN(C(=O)c3ccc4c(=O)n(CCc5ccccc5)c(=O)[nH]c4c3)CC2)c1	·	-26.3%	-7.7%	9.5%	-0.2%	·	-3.2%	-18.0%	·
COc1ccc(C(=O)NCCSc2ccccn2)cc1	i	-21.3%	?	4.0%	-15.3%	-1.0	-7.3%	-11.3%	0.3%
COc1ccc(NC(=O)CCCCCN2C(=O)CCC2=O)cc1Cl	i	-10.1%	0.0%	-10.7%	-5.2%	26.4	8.6%	9.6%	0.4%
CC(=O)c1ccc(S(=O)(=O)N2CCn3cccc3C2C)cc1 (stereo unspecified)	i	-8.4%	-16.5%	2.4%	-6.4%	-28.3	-0.1%	19.4%	5.5%
COc1ccc(C(=O)N(Cc2cc(OC)c(OC)c(OC)c2)C2CCS(=O)(=O)C2)cc1Cl (stereo unspecified)	·	i	2.0%	18.4%	·	·	4.2%	17.1%	·
COc1ccc(NC(=O)CC2(CC(=O)N3CCOCC3)CCCC2)cc1Cl	i	i	6.6%	2.0%	28.1%	-4.4	2.1%	19.6%	1.2%
COc1ccc(S(N)(=O)=O)cc1C(=O)OCC(=O)Nc1ncc(Cl)c(C)c1Cl	i	i	8.4%	-4.9%	21.0%	3.7	4.2%	8.2%	2.1%
CCOc1ccc(S(=O)(=O)N2CCC(C(=O)NCc3ccco3)CC2)cc1C	i	i	0.7%	-7.9%	5.9%	-16.2	-9.9%	2.8%	-1.6%
Clc1ccc(N=NN2CCOCC2)cc1	i	-10.1%	2.1%	-30.0%[inhibitor]	8.2%	-1.6	-7.6%	4.9%	3.0%
CC(=O)c1cc(C(=O)N2CCCC(C(=O)c3ccc(Cl)cc3)C2)cs1 (stereo unspecified)	i	-37.5%[inhibitor]	?	14.9%	6.1%	?	2.1%	·	-5.8%
CC(C)(C)NC(=O)CSc1nc2ccc(NC(=O)CSc3nnnn3Cc3ccccc3)cc2s1	i	-13.9%[57.5 µM]	?	10.0%	5.1%	-14.0	2.3%	28.7%	2.6%
COc1ccc(Br)cc1/C=N/NC(=O)C(c1ccncc1)N1CCOCC1 (stereo unspecified)	i	i	16.7%	-2.6%	1.4%	27.4	0.3%	4.3%	-5.8%
CCOc1ccc(-n2cc(-c3ccccc3)c3c(NC4CCCCC4)ncnc32)cc1	·	-13.8%	?	22.7%	·	·	4.0%	-9.5%	·
Cc1ccc(C)c(N2CCN(C(=O)CCC(=O)Nc3nnc(C(F)(F)F)s3)CC2)c1	i	-16.0%	?	5.4%	4.3%	15.2	?	35.5%	18.6%
CC1CC(C)CN(S(=O)(=O)c2ccc(C(=O)NCCCn3ccnc3)cc2)C1 (stereo unspecified)	i	-2.8%[57.5 µM]	?	7.7%	2.8%	0.3	6.9%	8.2%	7.1%
O=S(=O)(NC1CC1)c1ccc(Cl)cc1F	i	i	6.1%	11.3%	7.0%	-7.2	-0.5%	-14.4%	-0.9%
COc1ccccc1NC(=O)C1CCCN(c2nnc(C)c3c(C)n(-c4ccccc4)nc23)C1 (stereo unspecified)	·	i	1.3%	11.0%	·	·	-5.7%	-13.6%	·

Screens (PubChem BioAssay)

Some of the compounds tested; the hit share may differ from the screen's.
